# Compound activity: PubChem BioAssay, several laboratories
# Shn3 3UTR inh – inhibitors of Schnurri-3 3'UTR reporter in osteoblasts. inhibition, % at 12.5 µM. actives 0.52% (n = 360,000). AID 588674. Clone20 osteoblast Shn3 3'UTR firefly luciferase, 24 h;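 active = mean inhibition of at least 75% with every replicate also reaching 75%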;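 note: 0% = median of neutral control wells and 100% = pilot-screen positive control compound; some compounds past the cut are filed as inactive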
# NCOA1 inh – inhibits human SRC1 coactivator | Q15788 | HEK293 GAL4-SRC1 luciferase reporter, luminescence | inhibition, % at 3.6 µM | actives 0.12% (n = 360,000);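 active = inhibition above the campaign mean plus 3 SD, with each screening campaign given its own cutoff, cut at about 60% in these data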;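 note: 0% = DMSO treated cells and 100% = gossypol at 36 µM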
# CF NFkB inh – cystic fibrosis NF-kB activation inhibition. inhibition, % at 5 µM. AID 588850. actives 0.86% (n = 360,000). KKLEB NF-kB-GFP reporter, PAF-induced, GFP fluorescence overnight;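 active = at least 50% inhibition at 5 µM, scaled per plate between neutral and stimulator controls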;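 note: PAF is a Pseudomonas aeruginosa culture filtrate used as stimulus; plate controls were PAF-stimulated DMSO wells for no effect and unstimulated DMSO wells for full effect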
# LRH-1 inv ag – suppresses constitutive activity of human LRH-1. AID 602396. O00482. HEK293T StAR-luciferase reporter, LRH-1 transfected, 24 h. actives 0.13% (n = 360,000). inhibition, % at 3.6 µM;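 active = inhibition above the mean inhibition of all tested compounds plus 3 SD, cut at about 73% in these data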;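 note: 0% = DMSO wells and 100% = reporter-only cells lacking LRH-1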
# Target sequence (O00482 whole entry, looked up): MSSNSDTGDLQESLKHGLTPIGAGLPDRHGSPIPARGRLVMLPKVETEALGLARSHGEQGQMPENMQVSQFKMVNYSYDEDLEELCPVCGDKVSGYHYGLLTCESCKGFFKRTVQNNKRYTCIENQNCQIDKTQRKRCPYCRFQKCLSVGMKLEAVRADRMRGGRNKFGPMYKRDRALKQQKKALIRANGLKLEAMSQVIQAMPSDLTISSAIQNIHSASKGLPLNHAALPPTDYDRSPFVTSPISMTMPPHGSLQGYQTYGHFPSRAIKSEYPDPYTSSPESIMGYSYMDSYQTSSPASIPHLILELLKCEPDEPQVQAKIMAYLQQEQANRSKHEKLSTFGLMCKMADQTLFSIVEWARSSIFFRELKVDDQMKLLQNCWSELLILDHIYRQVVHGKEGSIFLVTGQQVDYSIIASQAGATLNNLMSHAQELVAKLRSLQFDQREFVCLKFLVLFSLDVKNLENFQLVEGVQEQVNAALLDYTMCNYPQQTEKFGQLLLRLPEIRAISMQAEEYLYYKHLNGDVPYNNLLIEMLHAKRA
# LMP1 NFkB inh – inhibitors of Epstein-Barr LMP1-induced NF-kappaB reporter | AID 504558 | actives 0.69% (n = 350,000) | inhibition, % at 12.5 µM | LMP1-induced NF-kappaB luciferase reporter cells, luminescence; in the data active = inhibition above about 41%;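 note: 0% = neutral control wells and 100% = reference inhibitor control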
# TROY signal inh – blocks TROY-dependent signaling in reporter cells; actives 0.98% (n = 360,000); Q293 LMP1-TROYcd NF-kB luciferase reporter, 4 h; inhibition, % at 10 µM;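 active = compounds whose plate-normalised and pattern-corrected inhibition of the luciferase reporter signal at the single screening dose is 50% or more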
# TWEAK Fn14 block – inhibitors of TWEAK-Fn14 interaction signaling; actives 2% (n = 360,000); TWEAK-stimulated Fn14 reporter cells, luciferase luminescence, 8 h; inhibition, % at 10 µM; in the data active = inhibition above about 50%
# TRAIL sens C8 – sensitizes caspase-8 expressing cells to TRAIL; NB7+C8 cells + TRAIL, ATPlite viability luminescence; inhibition (viability loss, TRAIL sensitization), % at 10 µM; actives 1% (n = 360,000);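 active = compounds causing at least 50% loss of cell viability in the single-dose screen, relative to plate controls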
# KKLEB tox – reduces viability of KKLEB cystic fibrosis airway cells | activity change (cytotoxicity), % at 5 µM | actives 0.36% (n = 360,000) | KKLEB CF airway cells viability, ATPlite luminescence, overnight; stronger effect = lower value; cells stimulated with P. aeruginosa culture filtrate;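 active = corrected activity change at or below -50% at 5 µM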
# NCOA3 inh – inhibits human SRC3 coactivator. inhibition, % at 3.6 µM. HEK293 GAL4-SRC3 luciferase reporter, luminescence. actives 0.17% (n = 360,000). Q9Y6Q9;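 active = inhibition above a per-campaign cutoff, the mean of all compounds plus 3 SD, cut at about 60% in these data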;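 note: 0% = DMSO-treated cells and 100% = gossypol-treated cells at 36 µM; higher means less SRC3-driven luciferase light from the GAL4 reporter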
# COUP-TFII inh – blocks human COUP-TFII nuclear receptor; P24468; HEK293T NGFI-A luciferase reporter, luminescence; inhibition, % at 8.6 µM; actives 0.7% (n = 370,000);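 active = inhibition above a per-plate cutoff, mean inhibition of test wells between control levels plus 3 SD, cut at about 38% in these data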;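 note: cells cotransfected with COUP-TFII expression vector driving the NGFI-A reporter; 0% = median of COUP-TF2 test wells and 100% = reporter-only cells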
# Target sequence (P24468 whole entry, looked up): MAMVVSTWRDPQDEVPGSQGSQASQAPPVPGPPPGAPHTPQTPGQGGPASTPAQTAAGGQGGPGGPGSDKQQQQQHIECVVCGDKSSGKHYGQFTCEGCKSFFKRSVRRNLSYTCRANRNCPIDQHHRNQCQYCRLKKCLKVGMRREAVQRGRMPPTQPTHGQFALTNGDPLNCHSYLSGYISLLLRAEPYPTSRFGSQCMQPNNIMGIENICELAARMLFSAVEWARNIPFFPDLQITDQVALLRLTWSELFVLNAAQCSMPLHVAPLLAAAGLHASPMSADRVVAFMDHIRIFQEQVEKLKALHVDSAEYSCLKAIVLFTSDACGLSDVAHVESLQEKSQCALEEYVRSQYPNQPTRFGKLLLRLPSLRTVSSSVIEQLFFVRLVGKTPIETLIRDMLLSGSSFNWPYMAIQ
# Numbers without * were called inactive; · = not tested or not shown. Some of the compounds tested; rates above refer to the full screens.
SMILES,Shn3 3UTR inh,NCOA1 inh,CF NFkB inh,LRH-1 inv ag,LMP1 NFkB inh,TROY signal inh,TWEAK Fn14 block,TRAIL sens C8,KKLEB tox,NCOA3 inh,COUP-TFII inh
O=C(NNC(=O)C12CC3CC(CC(C3)C1)C2)c1ccncc1,-7,12,5,7,-2,-6,21,10,2,0,0
COC(=O)C1CCN(C(=O)c2ccc3nc(-c4cccc(OC)c4)oc3c2)CC1,-104,-115,-7,-82,-34,-59,-55,-8,1,-93,-26
COC(=O)Cc1c(OC)ccn(CCc2c[nH]c3ccccc23)c1=O,-65,-85,-3,-120,-24,-43,12,43,-9,-80,-15
C[C@H]1CN([C@@H](C)CO)C(=O)CCCn2nncc2CO[C@H]1CN(C)C(=O)Nc1ccc(N2CCCCC2)cc1,-25,13,-14,8,-6,-2,4,-6,8,-3,4
O=C(CCCCC(=O)NCCCc1ccccc1)NCCCc1ccccc1,6,8,-1,-2,7,-8,9,4,1,-9,26
Cc1cc2oc(=O)sc2cc1NS(=O)(=O)c1ccccc1,-4,0,-10,-3,-8,5,47,7,19,4,9
O=C1OCCN1C(=O)[C@H]1[C@H](c2ccccc2)C(c2ccc(F)cc2)=NN1c1ccccc1,1,-3,15,-15,-14,-4,6,3,-2,13,5
Cc1cccc(-n2ncc3c(NCc4ccco4)ncnc32)c1,-51,-47,-1,-99,14,-52,15,4,3,-53,-66
C/C(=N\NC(=O)c1c(Cl)c(C)nn1C)c1ccc(NC(=O)C2CCC2)cc1,11,-31,-4,-2,-15,7,-1,12,1,8,-3
COC(=O)c1ccc(C)c(NC(=O)c2nn(C)c(=O)c3ccccc23)c1,-8,-17,-27,8,-3,-22,-17,-4,5,-15,1
COc1cc2c(c(O)c1OC)C1Cc3ccc(OC)c(OC)c3CN1CC2 (stereo not drawn),6,3,-2,8,·,-4,-2,0,-2,15,12
C=CCN(C(=O)CCC(=O)Nc1cc(C)on1)C(C(=O)NC1CCCC1)c1ccc(OC)c(OC)c1 (stereo not drawn),14,8,16,-6,0,8,16,0,4,-6,-10
CN(CC(=O)Nc1cccc(F)c1)CC(=O)Nc1cccc([N+](=O)[O-])c1,19,-31,6,3,4,14,-1,-4,-14,21,8
O=C(COC(=O)Cc1c(F)cccc1Cl)NC1CCS(=O)(=O)C1 (stereo not drawn),-27,-16,-7,11,0,8,-10,-12,3,4,-13
CCOc1ccc(-c2c(C(=O)N/N=C/c3ccccc3)nnn2-c2nonc2N)cc1,14,20,-16,-10,7,-5,0,-4,4,14,5
Cc1ccc(NC(=O)COc2ccccc2[N+](=O)[O-])nc1,-18,-108,0,-145,10,43,58*,60*,7,-68,-62
O=C(NCCc1c[nH]c2ccccc12)OCCSS(=O)(=O)O,14,-3,21,-10,-9,5,-17,-6,10,2,-7
Cc1nc2c(cc1NC(=O)C(C)(C)C)nc(C)n2Cc1ccccc1,-8,6,-7,-9,3,-11,-10,18,12,0,13
CCN(C(=O)CSc1ccccn1)C1CCCCC1,-5,-8,-24,-7,-9,-18,2,-30,4,-16,7
COc1cccc(NC(=S)N(CCCN2CCOCC2)C(C)c2cc3ccccc3o2)c1 (stereo not drawn),23,-10,0,-5,-17,0,15,-5,-5,7,1
Nc1nc(Cl)nc2c1ncn2[C@H]1C[C@H](O)[C@@H](CO)O1,88*,3,19,18,7,-7,-31,-5,24,-30,-54
COc1ccc(S(=O)(=O)N(Cc2ccccc2)Cc2nc3ccccc3c(=O)[nH]2)cc1,2,6,5,-2,1,-2,6,-3,-4,13,-7
COC(=O)c1ccc2cn[nH]c2c1,-23,-9,1,3,-13,-10,-4,4,-10,-10,4
CCCn1c(SCC(=O)Nc2cccc(C(=O)OCC)c2)nnc1-c1ccoc1C,·,4,0,7,-2,11,2,6,-6,-6,-7
CCCc1c(C(=O)Nc2ccc(F)cc2)cnn1-c1ccccc1,6,3,-6,7,17,-33,-18,-17,3,2,-3
CC1CCN(Cc2c(C(=O)N/N=C/c3cccc(Cl)c3)nnn2-c2nonc2N)CC1,25,0,4,-4,2,-14,-48,2,-5,-14,4
CC(CCc1ccccc1)NC(=O)COC(=O)c1cccnc1Cl (stereo not drawn),-22,-5,1,-1,-3,-4,-3,4,0,-11,-14
COc1ccc(N2CCN(C(=O)c3ccccc3NS(=O)(=O)c3ccc(C)cc3)CC2)cc1,-20,-16,3,-28,-5,-29,6,7,-13,-36,2
Cc1cc(C)c(C#N)c(N2CCC(C(N)=O)CC2)n1,11,12,2,-2,0,2,-7,-5,-8,-2,-9
Cc1occc1C(=O)N1CCCC(Nc2ccc(F)c(F)c2)C1 (stereo not drawn),0,2,-11,-8,10,-21,-18,-4,19,-4,12
C=CCNC(=S)Nc1ccc(N2CCOCC2)c(S(=O)(=O)Nc2ccccc2Cl)c1,-14,10,15,9,-1,9,-3,-9,-3,5,15
Cc1ccc(Cl)cc1N1CCN(S(=O)(=O)c2c(C(=O)N3CCOCC3)c(C)n(C)c2C)CC1,1,15,3,-7,2,-30,-6,-14,9,8,5
O=C(Nc1ccc(Oc2ccccc2)cc1)C1CCCO1 (stereo not drawn),-22,-63,-5,-107,-22,-46,-20,25,5,-62,-29
CCCCOC(=O)n1c(=O)oc2ccc(S(=O)(=O)N3CCCCC3)cc21,·,-12,2,3,5,15,9,-9,-1,6,1
COc1ccc(C2(C)NC(=O)N(CC3CCCCC3)C2=O)cc1 (stereo not drawn),-9,-15,-2,2,-3,6,0,-5,-2,-37,9
CCN(CC)c1ccc(/C=C(\C#N)C(=O)c2ccc(Br)cc2)cc1,21,-2,-53,27,-5,2,-1,21,-13,2,6
O=C(Cc1n[nH]c(=O)c2ccccc12)NC(c1ccccc1)c1ccccc1,-1,-20,2,-36,-13,-19,-23,-2,-1,12,-3
CC(=O)NC(c1cc(Cl)c2cccnc2c1O)C1CC1 (stereo not drawn),76,26,18,18,30,-7,10,-1,1,0,3
COc1ccc(S(=O)(=O)N2CCCC(C(=O)O)C2)cc1 (stereo not drawn),-13,9,-5,-7,-1,·,1,-9,1,9,6
COc1ccc(N2CCN(C(=O)C3CCN(S(=O)(=O)N4CCOCC4)CC3)CC2)cc1,10,10,12,22,1,27,-6,-3,0,-7,8
CCC(C)(C(=O)NC1CCCC1)N(C(=O)Cc1cccs1)c1c(C)n(C)n(-c2ccccc2)c1=O (stereo not drawn),-33,-1,-19,-7,-4,0,-13,4,0,-5,-18
Cc1cccc(NC(=O)CCCN2C(=O)C(c3ccccc3)Oc3cccnc32)c1C (stereo not drawn),20,6,19,14,3,18,-9,-2,-16,-3,-9
Cc1cccc(-n2c(SCC(=O)N3CCCC3)nnc2-c2ccccn2)c1C,-3,1,0,8,-4,19,11,3,-3,17,10
Cc1ccc(/C=N\NC(=O)c2ccc3c(c2)OCO3)o1,-5,-33,-20,-12,-10,-57,0,13,19,-28,4
O=c1[nH][nH]c2cc([N+](=O)[O-])ccc12,6,-4,-4,1,8,-4,0,-9,8,-12,25

# TWEAK Fn14 block: entries above that show a hit.
SMILES,Shn3 3UTR inh,NCOA1 inh,CF NFkB inh,LRH-1 inv ag,LMP1 NFkB inh,TWEAK Fn14 block,NCOA3 inh,COUP-TFII inh
Cc1ccc(NC(=O)COc2ccccc2[N+](=O)[O-])nc1,-18,-108,0,-145,10,58*,-68,-62

# Reformatted: entries from further up
# Order of results – Shn3 3UTR inh	NCOA1 inh	CF NFkB inh	LRH-1 inv ag	LMP1 NFkB inh	TROY signal inh	TWEAK Fn14 block	TRAIL sens C8	KKLEB tox	NCOA3 inh	COUP-TFII inh
> Cc1occc1C(=O)N1CCCC(Nc2ccc(F)c(F)c2)C1 (stereo not drawn)
  0	2	-11	-8	10	-21	-18	-4	19	-4	12
> C=CCNC(=S)Nc1ccc(N2CCOCC2)c(S(=O)(=O)Nc2ccccc2Cl)c1
  -14	10	15	9	-1	9	-3	-9	-3	5	15
> Cc1ccc(Cl)cc1N1CCN(S(=O)(=O)c2c(C(=O)N3CCOCC3)c(C)n(C)c2C)CC1
  1	15	3	-7	2	-30	-6	-14	9	8	5
> O=C(Nc1ccc(Oc2ccccc2)cc1)C1CCCO1 (stereo not drawn)
  -22	-63	-5	-107	-22	-46	-20	25	5	-62	-29
> CCCCOC(=O)n1c(=O)oc2ccc(S(=O)(=O)N3CCCCC3)cc21
  ·	-12	2	3	5	15	9	-9	-1	6	1
> COc1ccc(C2(C)NC(=O)N(CC3CCCCC3)C2=O)cc1 (stereo not drawn)
  -9	-15	-2	2	-3	6	0	-5	-2	-37	9
> CCN(CC)c1ccc(/C=C(\C#N)C(=O)c2ccc(Br)cc2)cc1
  21	-2	-53	27	-5	2	-1	21	-13	2	6
> O=C(Cc1n[nH]c(=O)c2ccccc12)NC(c1ccccc1)c1ccccc1
  -1	-20	2	-36	-13	-19	-23	-2	-1	12	-3
> CC(=O)NC(c1cc(Cl)c2cccnc2c1O)C1CC1 (stereo not drawn)
  76	26	18	18	30	-7	10	-1	1	0	3
> COc1ccc(S(=O)(=O)N2CCCC(C(=O)O)C2)cc1 (stereo not drawn)
  -13	9	-5	-7	-1	·	1	-9	1	9	6
> COc1ccc(N2CCN(C(=O)C3CCN(S(=O)(=O)N4CCOCC4)CC3)CC2)cc1
  10	10	12	22	1	27	-6	-3	0	-7	8
> CCC(C)(C(=O)NC1CCCC1)N(C(=O)Cc1cccs1)c1c(C)n(C)n(-c2ccccc2)c1=O (stereo not drawn)
  -33	-1	-19	-7	-4	0	-13	4	0	-5	-18
> Cc1cccc(NC(=O)CCCN2C(=O)C(c3ccccc3)Oc3cccnc32)c1C (stereo not drawn)
  20	6	19	14	3	18	-9	-2	-16	-3	-9
> Cc1cccc(-n2c(SCC(=O)N3CCCC3)nnc2-c2ccccn2)c1C
  -3	1	0	8	-4	19	11	3	-3	17	10
